# Assay outcomes as filed in PubChem.
# PI5P4Ka inh: inhibitors of human PI5P4K alpha | PI5P4Kalpha enzyme, ADP-Glo luminescence, 60 min; stronger effect = lower value | max response, % | 330,000 compounds, 1.2% hits | AID 652105; active = max response of -50% or lower; inconclusive = between -30% and -50%; inactive = -30% or higher; also: value at the top dose of about 77 µM; % is scaled to controls: 0 for no effect and ±100 for the full control effect
# Target sequence (P48426 whole entry, looked up): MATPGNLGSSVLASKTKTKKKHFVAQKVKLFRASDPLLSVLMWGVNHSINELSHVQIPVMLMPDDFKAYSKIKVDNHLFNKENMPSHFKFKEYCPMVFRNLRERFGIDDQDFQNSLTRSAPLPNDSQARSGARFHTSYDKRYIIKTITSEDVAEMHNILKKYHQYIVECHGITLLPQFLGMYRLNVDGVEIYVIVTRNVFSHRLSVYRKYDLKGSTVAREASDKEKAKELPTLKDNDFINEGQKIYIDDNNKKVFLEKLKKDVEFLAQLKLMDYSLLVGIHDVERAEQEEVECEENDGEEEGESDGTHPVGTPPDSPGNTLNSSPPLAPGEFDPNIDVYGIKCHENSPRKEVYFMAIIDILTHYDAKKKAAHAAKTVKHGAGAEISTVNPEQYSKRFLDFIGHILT
#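 qHTS, 1536-well: enzyme/substrate mix, compound by pin tool, 5 microM ATP final; RT 60 min; ADP-Glo reagents 1 (45 min) then 2 (30 min); luminescence.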
# PLK1 PBD inh: inhibitors of human PLK1 polo-box domain binding; P53350; Plk1 PBD binding of FITC phosphopeptide, fluorescence polarization; Potency, µM, without a hit: max response, negative = inhibition, actives largely listed as inhibitors; 360,000 compounds, 2.8% hits; also: potency is read from the fitted curve at half-maximal effect; series mostly up to about 57 µM; % is scaled to controls: 0 for no effect and ±100 for the full control effect; nearly all actives have a fitted effect of over 65% in size
# Target sequence (P53350 whole entry, looked up, the tested form may be a part): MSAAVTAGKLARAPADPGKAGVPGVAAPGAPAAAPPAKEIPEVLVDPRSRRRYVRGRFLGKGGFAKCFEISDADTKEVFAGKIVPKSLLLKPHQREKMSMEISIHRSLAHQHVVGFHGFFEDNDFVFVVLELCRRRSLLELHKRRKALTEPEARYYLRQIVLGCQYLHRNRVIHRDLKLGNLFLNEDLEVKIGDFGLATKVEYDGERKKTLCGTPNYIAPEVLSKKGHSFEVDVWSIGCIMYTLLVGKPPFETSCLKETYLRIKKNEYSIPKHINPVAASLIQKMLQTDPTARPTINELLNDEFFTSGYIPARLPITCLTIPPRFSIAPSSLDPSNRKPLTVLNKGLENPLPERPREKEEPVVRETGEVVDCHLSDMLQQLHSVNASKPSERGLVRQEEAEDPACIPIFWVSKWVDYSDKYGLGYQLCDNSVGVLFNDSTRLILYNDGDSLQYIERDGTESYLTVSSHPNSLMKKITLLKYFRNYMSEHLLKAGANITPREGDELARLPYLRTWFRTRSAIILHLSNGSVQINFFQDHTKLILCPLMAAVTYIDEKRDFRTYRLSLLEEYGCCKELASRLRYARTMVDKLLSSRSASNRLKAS
# CCT modulator: modulators of cytosolic chaperonin (CCT/TRiC) activity. purified chaperonin ATPase assay, HTRF ADP detection, 30 min. activity change, % (test concentration not listed), hits read low. 360,000 compounds, 0.3% hits. AID 651819; in the data active = activity change below about -30%; also: % is scaled to controls: 0 for no effect and ±100 for the full control effect
#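 TRiC (40 or 20 nM final, by batch activity) in 30 mM Tris pH 7.4, 100 mM KCl, 5 mM MgCl2, 1 mM DTT was treated with compound at 76 uM single dose, then 10 uM ATP, 30 min at 37 °C. ADP was read by HTRF Transcreener.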
# WRN inhibitor: blocks human WRN helicase. Potency, µM (doses to about 114 µM), without a hit: at the top dose activity change, negative = inhibition, actives largely listed as inhibitors. AID 651768. WRN helicase unwinding, fluorescent forked duplex, kinetic. Q14191. 360,000 compounds, 0.46% hits; also: potency is read from the fitted curve at half-maximal effect; % is scaled to controls: 0 for no effect and ±100 for the full control effect; nearly all actives have a fitted effect of over 55% in size
#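 Kinetic fluorescence helicase assay: unwinding of a quenched forked DNA duplex (100 nM final) with 2 mM ATP final raises red fluorescence (525/598 nm). Compounds sat 15 min at room temperature with 20 nM WRN beforehand.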
# IL-2 act: activators of IL-2. 360,000 compounds, 0.065% hits. IL-2 activation reporter assay, cell-based qHTS; stimulated with anti-CD3/CD4/CD28 beads; in transgenic mouse T cells. activation, % (series mostly up to about 46 µM); in the data active = activation above about 50%; inconclusive = mostly about 30% to 49%; also: 0% is about no effect
#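 Unstimulated transgenic mouse T cells, 750 per well, received compound and, after 60 minutes, anti-CD3/anti-CD4 bead plus anti-CD28 stimulation. EGFP and DsRed were quantified after 18 hours.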
# EPAC1 ag: agonists of human EPAC1; 360,000 compounds, 0.073% hits; AID 720707; EPAC1 agonist qHTS, biochemical assay; response scale: 100% = response to 6.5 mM cAMP; O95398; Potency, µM (top dose mostly 154 µM), for inactives: at the highest dose activation, most hits filed as activators; also: potency is read from the fitted curve at half-maximal effect; nearly all actives have a fitted effect of over 60% in size
#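 Nucleotide exchange assay: 100 nM EPAC1 with 250 nM Rap1B loaded with BODIPY-GDP and 50 uM GDP, room temperature. Fluorescence (480/540 nm) read every 5 min for 30 min; signal change normalized to 6.5 mM cAMP as full agonist.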
# EPAC2 ag: agonists of human EPAC2 (RAPGEF4). Q8WZA2. EPAC2 activation, biochemical qHTS; response scale: 100% = 6.5 mM cAMP response. Potency, µM (highest dose often 154 µM), without a hit: at the top dose activation, most hits filed as activators. 360,000 compounds, 0.079% hits. AID 720711; also: potency is read from the fitted curve at half-maximal effect; nearly all actives have a fitted effect of over 50% in size
#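 Readout is BODIPY fluorescence (480 nm excitation, 540 nm emission), which falls as labeled GDP is exchanged off Rap1B. EPAC2 at 100 nM acted on 250 nM RAP1B-BODIPY-GDP with 50 uM GDP present.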
# EPAC1 antagonist: antagonists of human EPAC1; EPAC1 GEF assay, Rap1b-BODIPY-GDP exchange fluorescence; Potency, µM (highest dose often 115 µM), for inactives: top-dose activity change, negative = inhibition, hits mostly inhibitors; 360,000 compounds, 0.14% hits; AID 720709;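 also: potency is read from the fitted curve at half-maximal effect; plate controls were vehicle for no effect and positive control for full effect; nearly all actives have a fitted effect of over 50% in size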
# Numbers without * were called inactive; u = inconclusive; x = not tested or not shown; [ ] = remark or other dose. Unless noted, calls follow the shape of the dose curve; as a rule, active = well fitted curve in the direction sought with a large enough effect; inconclusive = small, poorly fitted or top-dose-only effect, or another doubt; inactive = no such curve, though single readings can be large; an effect the other way counts as inactive or inconclusive. The list is partial; count on the stated rates, not on these rows.
SMILES,PI5P4Ka inh,PLK1 PBD inh,CCT modulator,WRN inhibitor,IL-2 act,EPAC1 ag,EPAC2 ag,EPAC1 antagonist
O=C(NC1CCCC1)C1CC(O)CN1C(=O)Nc1ccccc1 (stereo not drawn),-1,3%,0.5,5%,-0.5,0%,-1%,18%
Cc1c(Cc2ccccc2)c(=O)oc2cc(OCC(=O)NCc3ccccn3)ccc12,-1,-14%,-1.7,1%,-4.2,0%,2%,-27%
O=C(c1ccco1)N(Cc1cccc(Cl)c1)C1CCS(=O)(=O)C1 (stereo not drawn),4,-3%,-0.4,6%,-4.2,5%,-6%,-8%
COC(=O)[C@]1(C)N[C@H](CN(C)C(C)=O)[C@@H]2C(=O)N(Cc3ccccc3)C(=O)[C@@H]21,-2,-1%,0.4,-5%,-0.2,-25%,7%,-2%
Cc1cccc(C(O)c2ncc(-c3ccccc3)[nH]2)c1C (stereo not drawn),0,-6%,-0.5,-4%,0.0,-11%,3%,17%
Cc1cccc(C)c1NC(=S)NCc1ccccc1,0,2%,-5.1,4%,-1.0,5%,-1%,-8%
CN(C)c1nc(NCc2ccccc2)nc(SCC(=O)Nc2ccccc2Cl)n1,0,-3%,-8.1,-20%,-0.8,12%,4%,0%
CN1CCN(C2=NC3(CCCC3)C(C#N)C(=O)N2)CC1 (stereo not drawn),0,1%,-2.1,-8%,2.1,4%,1%,6%
CCCCn1nnnc1C1(C)CCC(=O)N1Cc1ccco1 (stereo not drawn),0,-11%,-1.6,7%,0.0,15%,7%,3%
COc1cccc(NC(=O)C(=O)NCCc2ccc(F)cc2)c1,-6,-1%,-1.0,2%,-3.8,-3%,4%,3%
Cn1c(=O)c(NCCc2ccccc2)c2c3c(cccc31)C(=O)c1ccccc1-2,2,3.8µM*,0.3,40µM*,19,107%,104%,161%[activator]
CCN(c1ccccc1)S(=O)(=O)c1ccc2[nH]cc(C(=O)N3CCOCC3)c(=O)c2c1,-2,-11%,-0.1,-8%,1.3,0%,8%,-26%
CCOc1ccc(OCCC(=O)NNC(=O)c2cc(C)oc2C)cc1,0,-10%,-2.2,10%,-2.5,0%,-1%,-22%
CN(C)c1nc(Oc2ccc(OCCOc3ccccc3)nn2)nc(N(C)C)n1,0,-12%,-2.4,-1%,0.4,6%,7%,-23%
Cn1nc(-c2ccccc2F)c2cc(C(=O)N3CCN(C(=O)c4ccco4)CC3)sc21,4,-6%,1.5,-11%,-0.7,4%,11%,13%
CCOC(=O)Nc1cc2c(cc1C(C)=O)OCO2,x,-6%,-0.3,-7%,0.7,3%,5%,0%
CCOC(=O)C1=CN(Cc2cccc(F)c2)S(=O)(=O)NC1c1ccc2ccccc2c1 (stereo not drawn),1,-4%,0.3,-4%,-0.2,-25%,15%,-15%
CCN1CCN(c2ccc(S(=O)(=O)N3CCCCC3)cc2NC(=O)Cc2c(F)cccc2Cl)CC1,-2,1%,-0.7,-22%,-0.7,4%,-3%,-5%
COc1ccc2c(c1)N(C(=O)CN1C(=O)C3CCCCC3C1=O)C(C)(C)C=C2C (stereo not drawn),0,-15%,-1.0,1%,-1.4,-5%,-4%,-13%
Cc1ccc2cc(/C=N/NC(=O)[C@H]3C[C@@H]3c3ccccc3)c(Cl)nc2c1,0,-4%,1.5,-3%,-4.3,13%,5%,9%
O=C(CN1CCN(c2ccccc2F)CC1)c1ccc2cc[nH]c2c1,-15,-14%,0.6,-3%,-0.6,-4%,-1%,u
O=C(COc1ccc(Cl)cc1)NNC(=O)CSc1nncs1,0,2%,-5.4,-8%,2.8,1%,5%,5%
O=C(NC1CC2CCCC(C1)N2Cc1ccc(F)cc1)c1ccc(F)cc1 (stereo not drawn),0,-8%,-0.6,-3%,1.5,-6%,-4%,23%
O=S(=O)(Nc1ccccc1Cl)c1cc(NC(=S)NCCN2CCOCC2)ccc1Cl,-7,-29%,-2.5,-2%,-1.7,-3%,9%,2%
C/C(=N\NC(=O)C(O)c1ccccc1)c1ccc(Cl)s1 (stereo not drawn),6,0%,0.0,7%,-0.3,3%,9%,-6%
COc1ccc(C(=O)c2nccc3ccccc23)cc1,-2,2%,-0.2,-15%,3.9,-1%,-5%,5%
CCN1C(=O)[C@@H]2[C@@H](c3ccc(-c4ccc(Cl)c(Cl)c4)cc3)N3CCCC[C@@]3(C(=O)OC)[C@@H]2C1=O,-2,7%,2.2,-9%,0.4,13%,-1%,4%
O=C(CSC1CN(C(c2ccccc2)c2ccccc2)C1)N/N=C/c1ccc(Cl)cc1Cl,1,-9%,-1.4,-8%,-0.4,-6%,15%,-6%
O=C(N/N=C/c1c[nH]c2ccccc12)C1CC1(c1ccccc1)c1ccccc1 (stereo not drawn),-9,-4%,-6.9,-11%,-4.7,-7%,-8%,-1%
O=C(NCCc1ccco1)C(=O)NCC1OCCCN1S(=O)(=O)c1cc(F)ccc1F (stereo not drawn),-7,-6%,-1.7,-32%,-0.8,-2%,11%,3%

# Some entries already given, reduced to EPAC1 antagonist, IL-2 act and CCT modulator:
mol,EPAC1 antagonist,IL-2 act,CCT modulator
Cc1c(Cc2ccccc2)c(=O)oc2cc(OCC(=O)NCc3ccccn3)ccc12,-27%,-4.2,-1.7
O=C(c1ccco1)N(Cc1cccc(Cl)c1)C1CCS(=O)(=O)C1 (stereo not drawn),-8%,-4.2,-0.4
COC(=O)[C@]1(C)N[C@H](CN(C)C(C)=O)[C@@H]2C(=O)N(Cc3ccccc3)C(=O)[C@@H]21,-2%,-0.2,0.4
Cc1cccc(C(O)c2ncc(-c3ccccc3)[nH]2)c1C (stereo not drawn),17%,0.0,-0.5

# The list continues.
SMILES,PI5P4Ka inh,PLK1 PBD inh,CCT modulator,WRN inhibitor,IL-2 act,EPAC1 ag,EPAC2 ag,EPAC1 antagonist
CC(=O)Nc1ccc(NC(=S)NC(=O)/C=C/c2ccc(Cl)cc2)cc1,-1,u,-1.2,9%,-2.9,6%,1%,12%
CC(C)c1ccc2[nH]c(O)c(N=NC(=O)c3cccc(S(=O)(=O)Nc4cccc(Cl)c4)c3)c2c1,3,2%,0.9,3%,6.8,-4%,-1%,-15%
COc1ccc(CN2CCSCC2)c(C)c1C,-4,-9%,-2.7,-7%,1.3,4%,7%,-3%
COC(=O)Cn1nnc2c(cnn2-c2ccccc2)c1=O,2,0%,-0.7,-5%,0.9,2%,4%,-6%
O=C(Cn1ncc(N2CCCC2)c(Cl)c1=O)c1ccc(Cl)cc1,-2,0%,2.0,-7%,7.6,9%,-2%,0%
CC(C)CNC(=O)NC(=O)COC(=O)Cn1cnc2ccccc2c1=O,2,-2%,-0.8,3%,-0.4,-8%,-1%,2%
COc1cc(/C=N/NC(=O)C2CC(=O)N(c3ccc(C)cc3)C2)cc(OC)c1OC (stereo not drawn),0,4%,0.8,-3%,0.0,-2%,7%,-2%
Cc1ccc(C(=O)Nc2ccc(N3CCCC3)cc2)cc1,-3,-10%,-3.0,-2%,3.0,-1%,9%,7%
O=C(c1ccc([N+](=O)[O-])cc1)N1CCN(c2cccc3[nH]ccc23)CC1,-2,-5%,2.2,-6%,-0.5,7%,4%,-2%
Cc1onc(-c2ccccc2Cl)c1C(=O)NC(=S)NCc1cccnc1,-3,-13%,-2.2,-11%,-3.8,-4%,1%,4%
CNC(=O)COc1coc(CN2CCN(C(=O)c3ccco3)CC2)cc1=O,-3,-10%,1.8,-15%,4.4,-7%,1%,5%
CC1CCCCC1NC(=O)CN(C)S(=O)(=O)c1ccc2c(c1)c(=O)n(C)c(=O)n2C (stereo not drawn),8,-9%,0.9,-9%,-3.5,-1%,7%,-2%
CN(C)c1cc(N/N=C/c2ccc(Cl)cc2)nc(N(C)C)n1,17,u,-0.9,1%,-1.8,10%,-5%,2%
CCCc1nnc(NC(=O)CS(=O)(=O)c2ccc(C)cc2)s1,-4,4%,-0.8,-11%,0.4,0%,-4%,5%
Cc1ccc(C(=O)NNC(=O)CCC(=O)Nc2cccc(Cl)c2C)cc1,-7,1%,0.3,1%,-0.2,-9%,-4%,5%
COC(CNC(=O)c1ccc2c(c1)nc(C)n2-c1cccc(F)c1)OC,x,-14%,-2.2,-4%,2.3,0%,11%,8%
O=C(Nc1ccc(C(=O)N2CCOCC2)cc1)c1ccc([N+](=O)[O-])cc1,6,-2%,-0.3,7%,0.8,0%,5%,14%
CCOc1ccc(S(=O)(=O)NCc2cccnc2)c2ccccc12,6,-9%,1.3,3%,-0.3,-6%,3%,-3%
COc1ccc(OC)c(C2C(C(=O)c3cccs3)=C(O)C(=O)N2CCN(C)C)c1 (stereo not drawn),-2,-5%,-0.5,9%,-1.8,1%,1%,-7%
CC(=O)Nc1ccc(SCC(=O)N(C)CC(=O)Nc2ccccc2Cl)cc1,-7,7.5µM*,-3.2,u,0.8,7%,9%,-8%
CCOc1cc(S(=O)(=O)Nc2cc(C)cc(C)c2)ccc1Cl,x,-7%,-0.2,-9%,-4.6,u,23%,-26%
O=C1NC(=S)SC1=Cc1cc(Br)ccc1O,-77*,27µM*,-1.2,u,-1.0,-12%,10%,56µM*
CC1CC(C)CN(CCCNC(=O)c2csc3c2CCCCC3)C1 (stereo not drawn),6,-3%,0.0,-1%[57.1 µM],-1.3,-3%,-1%,2%
C[C@@H]1CCCCO[C@H](CN(C)C(=O)CCC(F)(F)F)[C@@H](C)CN([C@H](C)CO)C(=O)c2cc(NC(=O)c3ccncc3)ccc2O1,-9,-22%,-17,7%,-2.8,-12%,13%,12%
Cc1cccc(-c2noc(C(C)NC(=O)c3ccco3)n2)c1 (stereo not drawn),2,-1%,0.0,-23%,-4.3,7%,0%,-18%
COc1ccc(-c2cc(C(=O)OCC(=O)NC3CC3)c3ccccc3n2)cc1OC,-7,3%,-1.2,5%,-0.3,-1%,-2%,-2%
O=C(O)CSc1ccc(Oc2ccc(SCC(=O)O)cc2)cc1,-8,-11%,-0.1,-2%,-1.7,-3%,9%,-29%
CCC(O)(CC)C(=O)NN(C(=O)CCl)c1ccccc1,4,-4%,-1.4,-1%,0.4,3%,-3%,7%
COC(=O)c1oc2ccccc2c1NC(=O)c1ccccc1O,-4,-17%,-0.5,-24%,1.2,8%,7%,-7%
COc1ccc(N2CCN(C3CCCN(C(=O)c4cccc(C)n4)C3)CC2)cc1 (stereo not drawn),3,0%,2.3,-32%,-4.2,10%,11%,29%
